Screens as filed in PubChem BioAssay.
NR2E3 ag-1: activates human NR2E3 receptor | AID 602229 | Q9Y5X4 | actives 0.35% (n = 360,000) | inhibition of corepressor binding, % at 3.98 µM | CHO-S Gal4-NCOR/VP16-NR2E3 two-hybrid, luciferase;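 active = inhibition above the mean of all tested compounds plus 3 SD, cut at about 70% in these data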;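 note: 0% = DMSO with NR2E3 transfected cells and 100% = cells lacking NR2E3 construct; higher means lower luciferase signal from less NR2E3 corepressor binding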
Target sequence (Q9Y5X4 whole entry, looked up, the tested form may be a part): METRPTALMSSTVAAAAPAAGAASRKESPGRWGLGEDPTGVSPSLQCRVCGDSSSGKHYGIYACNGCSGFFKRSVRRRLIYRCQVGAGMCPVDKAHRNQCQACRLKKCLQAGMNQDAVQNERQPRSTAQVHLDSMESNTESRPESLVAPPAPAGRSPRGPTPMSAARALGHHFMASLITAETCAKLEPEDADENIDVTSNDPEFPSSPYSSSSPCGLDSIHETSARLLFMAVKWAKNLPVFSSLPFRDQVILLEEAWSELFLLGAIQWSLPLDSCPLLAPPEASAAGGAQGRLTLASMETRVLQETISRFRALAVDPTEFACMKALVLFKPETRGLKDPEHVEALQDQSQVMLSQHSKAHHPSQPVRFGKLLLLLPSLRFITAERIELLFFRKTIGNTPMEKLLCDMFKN
KKLEB cytotox: counter-screen for CF NF-kB inhibitors: cytotoxicity; KKLEB CF airway cells viability, ATPlite luminescence, overnight; active compounds read low; cells stimulated with P. aeruginosa culture filtrate; activity change (cytotoxicity), % at 5 µM; AID 602141; actives 0.36% (n = 360,000);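 active = corrected activity change at or below -50% at 5 µM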
Peg3 prom inh: reduces Peg3 promoter-driven luciferase expression in HeLa; HeLa PEG-Prom luciferase reporter, luminescence, overnight; actives 1.7% (n = 360,000); inhibition, % at 20 µM;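 active = inhibition of at least 50% at 20 µM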
Shn3 inh set2: Schnurri-3 reporter inhibition in Clone20 osteoblasts; Clone20 osteoblast Shn3 3'UTR firefly luciferase, 24 h; inhibition, % at 12.5 µM; actives 0.52% (n = 360,000); AID 588674;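 active = mean inhibition of at least 75% with every replicate also reaching 75%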;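 note: 0% = median of neutral control wells and 100% = pilot-screen positive control compound; some compounds past the cut are filed as inactive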
CF NFkB inh: blocks PAF-induced NF-kB reporter in cystic fibrosis cells. KKLEB NF-kB-GFP reporter, GFP fluorescence overnight. inhibition, % at 5 µM. actives 0.86% (n = 360,000);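 active = at least 50% inhibition at 5 µM, scaled per plate between neutral and stimulator controls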;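 note: PAF is a Pseudomonas aeruginosa culture filtrate used as stimulus; plate controls were PAF-stimulated DMSO wells for no effect and unstimulated DMSO wells for full effect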
LMP1 NFkB inh: inhibitors of Epstein-Barr LMP1-induced NF-kappaB reporter; LMP1-induced NF-kappaB luciferase reporter cells, luminescence; inhibition, % at 12.5 µM; actives 0.69% (n = 350,000); in the data active = inhibition above about 41%;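 note: 0% = neutral control wells and 100% = reference inhibitor control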
MITF TRPM1 inh: reduces MITF-dependent TRPM1 promoter luciferase signal; SK-MEL-5 TRPM1 promoter luciferase, 24 h; inhibition, % at 12.5 µM; actives 0.83% (n = 330,000); AID 488899;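 active = mean inhibition across replicates of 60% or more, whatever share of single replicates reaches that level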; note: values of inactives mirror those of a sister screen read the other way
HIF-2a block: blocks HIF-2a reporter activity | AID 624352 | 786-0 RCC cells HIF-2a reporter, luciferase luminescence, overnight | inhibition, % at 18.8 µM | actives 0.72% (n = 360,000);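 active = inhibition of the luminescence signal of 40% or more relative to plate controls, in a single-dose primary screen at 18.75 µM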
C8 TRAIL sens: caspase-8 TRAIL sensitization; NB7+C8 cells + TRAIL, ATPlite viability luminescence; inhibition (viability loss, TRAIL sensitization), % at 10 µM; actives 1% (n = 360,000); AID 624354;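 active = compounds causing at least 50% loss of cell viability in the single-dose screen, relative to plate controls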
hiPSC survival: enhancers of human iPSC single-cell survival | AID 602274 | hiPSC single-cell survival, ATPlite luminescence; 100% = ROCK inhibitor wells, 0% = DMSO | actives 0.044% (n = 360,000) | survival enhancement, % at 20 µM; in the data active = survival enhancement above about 18%;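 note: cells exposed to compounds for 16 hours before the ATP read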
NR2E3 ag-2: activates human photoreceptor nuclear receptor NR2E3; Q9Y5X4; GST-NR2E3/biotin-RetCOR TR-FRET, 1536-well; inhibition of corepressor binding, % at 4.78 µM; actives 0.12% (n = 320,000); AID 2300;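 active = percent inhibition above the cutoff of mean plus 3 SD of all tested compounds, set per screening campaign, cut at about 20% in these data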;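 note: 0% = DMSO wells and 100% = biotin wells as full block of FRET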
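Material: NR2E3–RetCOR corepressor complex / Incubation: Compound–protein incubation for 5 h at 4 °C / Dosing: compound at 4.8 µM, single dose / Detection: time-resolved FRET / Benchmarks: high control biotin, low control 0.6% DMSO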
Numbers without * were called inactive; / = no result given. A portion of the library; count on the stated rates, not on these rows.

SMILES	NR2E3 ag-1	KKLEB cytotox	Peg3 prom inh	Shn3 inh set2	CF NFkB inh	LMP1 NFkB inh	MITF TRPM1 inh	HIF-2a block	C8 TRAIL sens	hiPSC survival	NR2E3 ag-2
COc1ccc(-c2ccc(OC)cc2C(=O)O)cc1	-12	-6	11	4	14	8	7	5	-9	-0.6	3
Cn1ncc(N=Cc2ccccc2O)c1C(=O)N1CCOCC1	-10	-1	21	16	14	3	-11	12	-11	1.6	0
Cc1ccccc1C(=O)NC(=S)Nc1ccc(Cc2ccncc2)cc1	-20	6	14	3	-11	1	-4	-13	10	-1.7	-5
O=C(O)C(Cc1ccccc1)n1cnnn1 (stereo not given)	-7	4	17	24	2	2	1	1	-12	-1.7	4
CCNC(=O)NC(=O)CSc1ccc(S(=O)(=O)N2CCOCC2)cn1	-13	0	3	3	0	2	0	9	-14	-1.4	/
Nc1nonc1-n1nnc(C(=O)N/N=C/c2ccccc2Br)c1CN1CCCC1	-46	-5	13	-15	16	-1	2	9	10	-0.4	4
CCCc1nc2ccccc2c(C(=O)OCc2nnc(-c3cc(OC)c(OC)c(OC)c3)o2)c1CC	1	-10	48	32	20	0	19	20	23	-2.6	-1
CC(O)c1nc2ccc(C(=O)O)cc2[nH]1 (stereo not given)	11	12	6	-18	-23	-9	-8	5	-4	0.5	2
O=[N+]([O-])c1ccc2[nH]nc(-c3ccccc3)c2c1	-36	18	-15	-14	-26	3	-8	-6	1	2.9	0
Cc1nc(NC2CCCCC2)c2nnn(Cc3ccccc3Cl)c2n1	-8	-8	15	8	2	3	-4	24	-4	0.0	2
COc1ccccc1C(=O)Nc1ccncc1	28	-4	-2	-5	10	30	-2	3	3	0.1	-1
COCCCN1C(=O)C(CC(=O)NCCCN(C)C)CC(C(=O)N(C(C)C)C(C)C)=C1C (stereo not given)	-12	-6	5	-5	14	/	/	-7	-6	-1.2	/
O=C(O)CC/C(=C/c1cccc(NC(=O)c2ccccc2Cl)c1)c1nc2ccccc2s1	2	3	13	-7	-7	-8	-10	-91	8	-0.9	/
Cc1ccc2nc(-c3cccc(Br)c3)c(Cc3ccccc3C(F)(F)F)n2c1	-37	-8	-128	-29	16	/	/	-203	7	-0.2	/
NCCCC[C@@H]1NC(=O)c2cc([N+](=O)[O-])cc(F)c2NCCCC[C@@H](C(N)=O)NC(=O)CNC1=O	-14	11	-5	-13	-4	0	-5	1	-18	-1.6	4
O=C(CCS(=O)(=O)c1ccccc1)Nc1nccs1	-26	4	2	0	-21	84*	-4	1	-9	-1.2	0
CCOc1ccc(OCC)c(NC(=O)Cn2c(C)nc3ccccc3c2=O)c1	14	-4	16	2	10	-3	3	10	4	0.4	1
CSc1ccccc1OCc1cc(C(=O)NCCn2nc(C)cc2C)no1	5	2	-12	-6	3	-7	-13	-31	-1	-0.4	1
CC(=O)Nc1ccc(NC(=O)CN2CCCC(C)C2)c(Cl)c1 (stereo not given)	-41	5	-165	-15	8	-22	-31	-141	2	2.7	1
Cc1ccc(S(=O)(=O)Nc2ccc(NC(=O)Nc3cccc(C(F)(F)F)c3)cc2)cc1	5	-39	96*	75	49	-6	6	7	-5	-1.6	-1
COc1ccc(CN2C(=O)c3cccnc3C2=O)cc1S(=O)(=O)NC(C)C	-32	1	-12	-26	-17	-3	/	-22	2	-0.3	3
CCn1c(=O)c(CCC(=O)N2CCN(c3ccccn3)CC2)c(C)c2c(C)nn(-c3ccccc3)c21	-18	3	28	15	4	-5	3	-5	7	1.5	0
O=C(O)CSc1nc2c(cnn2-c2ccccc2)c(=O)n1-c1ccc(Br)cc1	-11	10	-3	8	-10	-7	-20	15	-2	-2.7	2
CC1=CC2=NC(=O)/C(=C/c3coc4ccc(Cl)cc4c3=O)C(=N)N2O1	11	6	7	3	0	1	9	3	-2	0.5	-2
Cc1ccc(C23CC4CC(CC(C(=O)NC(C(=O)O)C(C)C)(C4)C2)C3)cc1 (stereo not given)	-8	0	6	3	2	7	0	14	-15	-0.6	5
More records.
SMILES	NR2E3 ag-1	KKLEB cytotox	Peg3 prom inh	Shn3 inh set2	CF NFkB inh	LMP1 NFkB inh	MITF TRPM1 inh	HIF-2a block	C8 TRAIL sens	hiPSC survival	NR2E3 ag-2
COc1cc(F)cc(C2=CC(=O)C[C@H](c3ccc(F)cc3)C2)c1	-24	-2	-1	-7	-2	3	-4	-5	6	-2.4	4
C[C@@]12C(=O)N(c3cccc(F)c3)C(=O)N1[C@@H]1c3ccccc3OC[C@@H]1[C@H]2c1ccccc1	-13	6	15	12	-2	8	-5	11	14	2.8	/
CCOc1ccc(/C=N/NC(=O)Cc2csc(Nc3cccc(C(F)(F)F)c3)n2)cc1	9	-3	15	-4	6	0	14	1	1	6.8	3
COc1ccc(CCCC(=O)NCCc2ccccc2)c(C)c1	-30	-11	16	-56	5	-8	8	-4	-1	-0.3	/
CN(C)C(=O)c1cc(C(=O)c2ccc(C(F)(F)F)cc2)c[nH]1	-9	6	-170	-26	-2	-28	-41	-173	18	-0.5	0
Cc1ccc(S(=O)(=O)N2CCN(CC(=O)N(CC(C)C)c3c(N)n(CC(C)C)c(=O)[nH]c3=O)CC2)c(C)c1	-24	6	12	13	8	3	-4	15	0	1.1	-1
O=C1CSC(c2ccccc2)N1CCc1ccccc1 (stereo not given)	-12	-5	7	-18	16	0	6	7	0	-0.8	0
C=CC[n+]1c(-c2ccc(OC)c(OC)c2)csc1NNC(=O)Nc1ccccc1	-15	-10	36	90*	3	38	33	21	16	4.9	5
Cc1cccc(Nc2nnc(SCC(=O)Nc3ccccc3[N+](=O)[O-])s2)c1	5	-11	-41	-2	-6	-13	-3	-51	8	-1.7	1
NS(=O)(=O)c1ccc(NC(=S)Nc2nn(Cc3ccc(Cl)cc3Cl)cc2Cl)cc1	-18	4	-1	-22	-4	10	12	11	-6	1.1	0
O=C(c1ccc([N+](=O)[O-])cc1)N1CCN(C(=O)C2CCCCC2)CC1	-33	11	12	3	-10	12	5	11	13	-0.3	-2
COc1ccccc1NC(=O)Nc1nnc(CC(=O)Nc2cccc(C)c2)s1	4	2	11	3	8	-1	5	12	-1	-0.5	1
Cn1c(NNC(=O)C2CCCCC2)cc(=O)n(C)c1=O	-1	16	-4	-21	-7	4	-11	22	-4	-0.5	0
Cc1ccc(N2C(=O)C(Cc3ccc(O)cc3)NC2=S)cc1C (stereo not given)	-6	16	10	-1	3	-15	-8	-5	-1	-1.5	4
Cc1c(Nc2ccc(C=O)cc2)c(=O)n(-c2ccccc2)n1C	6	2	-3	-10	-15	-4	1	6	-2	4.5	4
CCC1(C)Cc2ccccc2-c2nc(SC)[nH]c(=O)c21 (stereo not given)	-26	-24	23	-3	13	-4	-1	15	-5	-0.5	0
CC1CN(C(=O)c2ccc(NS(=O)(=O)c3cccc(Cl)c3)cc2)CC(C)O1 (stereo not given)	-6	-3	8	5	8	4	0	5	-4	-0.2	/
COc1cccc(NC(=O)CCc2nc(-c3cccs3)no2)c1	-34	-1	-10	-12	-3	/	-8	3	-18	0.1	4
Cc1ccc(C(=O)NC2CCN(CC(=O)Nc3ccccc3Cl)CC2)cc1	-38	-1	8	-5	-12	-1	-9	18	6	-0.3	2
COc1ccc(C(=O)/C=C/C(=O)N(CC(=O)NC2CCCCC2)Cc2cccs2)c(O)c1	10	-16	105*	93*	35	59*	105*	95*	19	0.6	4
CCN1C(=O)c2cccc3c(NC(=O)c4ccc(OC)c(OC)c4)ccc1c23	1	-18	-13	-6	-26	10	3	-51	9	-0.2	-8
COc1ccc(C(C(=O)NC2CCCC2)N(Cc2cccs2)C(=O)c2ccn[nH]2)cc1OC (stereo not given)	4	-1	7	-18	3	5	5	14	2	0.6	-1
CCCCC(=O)N=c1sc2cc([N+](=O)[O-])ccc2n1C	-10	-5	-43	-15	-21	-4	0	-35	3	0.5	1
CC1(c2ccc3c(c2)OCCCO3)NC(=O)N(CC(=O)Nc2cccc(C#N)c2)C1=O (stereo not given)	-20	-6	8	-6	3	0	-5	15	9	0.6	4
O=C(NCc1ccc(C(F)(F)F)cc1)C1CC(c2ccc(C(F)(F)F)cc2)=NO1 (stereo not given)	81*	-20	26	41	3	1	-2	11	-11	1.3	2
(more compounds)
SMILES	NR2E3 ag-1	KKLEB cytotox	Peg3 prom inh	Shn3 inh set2	CF NFkB inh	LMP1 NFkB inh	MITF TRPM1 inh	HIF-2a block	C8 TRAIL sens	hiPSC survival	NR2E3 ag-2
O=C(O)c1ccc(NC(=O)c2cn(-c3ccccc3)nc2-c2cccc(Cl)c2)cc1	17	6	-31	-33	14	-16	-16	-46	-5	-0.1	3
Cc1ccc(N(CC(=O)Nc2cc(C)cc(C)c2)S(=O)(=O)c2c(C)noc2C)cc1	-27	-12	37	55	24	2	22	18	38	1.5	0
O=C(CN1CCCC1)NC(=O)NC1CCCC1	-1	7	-8	0	-6	-2	-12	-10	3	1.2	-2
O=C(Nc1ccc(O)c2c(=O)cc(-c3ccccc3Cl)oc12)c1ccccc1Cl	-5	-2	-7	10	-9	6	0	0	11	-2.9	2
CCCCn1c(N)c(N(CCC(C)C)C(=O)c2cccc(-n3cnnn3)c2)c(=O)[nH]c1=O	-2	4	11	-5	12	-4	1	8	1	0.3	-2
Cc1ccc(SCC(=O)Nc2ccc3c(c2)C(=O)NC3=O)cc1	-7	-12	-17	2	6	0	-9	-19	-8	-0.8	1
CCOC(=O)C1CCN(C(=O)Cc2cccc3ccccc23)CC1	-10	2	2	5	-1	7	3	12	-2	0.4	3
NC(=S)Nc1ccc(C(F)(F)F)cc1Cl	-15	11	-18	-10	-8	-5	-2	12	6	0.0	8
CC(C)c1cc(C(=O)NC2CCCCC2)no1	-64	-2	-158	-45	17	-35	-63	-128	-15	-2.2	-4
O=C(CCNC(=O)c1ccc([N+](=O)[O-])cc1)NNC(=O)c1ccncc1	-8	11	5	-14	3	6	-5	6	-2	-0.4	0
CCCc1nn(C)c(C(=O)Nc2ccc(Cl)cc2)c1Cl	-44	23	-75	-7	-9	-8	-15	-107	-11	1.5	3
Cc1cccc(C)c1NC(=O)CN(C)C(=O)CCC(=O)N1CCOCC1	-5	23	-13	-2	10	0	-13	15	-10	-2.4	/
COc1ccc(CNC(=O)c2ccc(-c3ccccc3)cc2)cc1OC	-14	1	1	16	16	8	7	3	8	1.5	0
COc1ccc(-c2cc(C(F)(F)F)n3nc(C(=O)O)nc3n2)cc1	-5	-14	4	-11	7	-8	-13	-10	19	2.8	-4

Part of the list above with just KKLEB cytotox.
mol | KKLEB cytotox
C=CC[n+]1c(-c2ccc(OC)c(OC)c2)csc1NNC(=O)Nc1ccccc1 | -10
Cc1ccc(C23CC4CC(CC(C(=O)NC(C(=O)O)C(C)C)(C4)C2)C3)cc1 (stereo not given) | 0
